COUP-TFII inh – inhibitors of human COUP-TFII (NR2F2); P24468; HEK293T NGFI-A luciferase reporter, luminescence; inhibition, % at 8.6 µM; 370,000 tested, 0.7% active; AID 686940;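 active = inhibition above a per-plate cutoff, mean inhibition of test wells between control levels plus 3 SD, cut at about 38% in these data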;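 also: cells cotransfected with COUP-TFII expression vector driving the NGFI-A reporter; 0% = median of COUP-TF2 test wells and 100% = reporter-only cells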
Target sequence (P24468 whole entry, looked up): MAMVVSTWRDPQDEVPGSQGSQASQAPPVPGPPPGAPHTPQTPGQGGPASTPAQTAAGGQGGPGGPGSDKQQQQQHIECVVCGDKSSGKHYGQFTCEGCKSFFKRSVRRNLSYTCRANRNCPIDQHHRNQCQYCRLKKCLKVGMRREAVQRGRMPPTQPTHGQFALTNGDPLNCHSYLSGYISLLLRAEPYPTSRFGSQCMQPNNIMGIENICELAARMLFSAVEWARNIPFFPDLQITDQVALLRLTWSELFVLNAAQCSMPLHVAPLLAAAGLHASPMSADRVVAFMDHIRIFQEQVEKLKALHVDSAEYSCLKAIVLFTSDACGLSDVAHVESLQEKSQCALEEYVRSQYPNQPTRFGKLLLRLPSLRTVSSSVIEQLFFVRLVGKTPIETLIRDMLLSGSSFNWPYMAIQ
LRH-1 inv ag – NR5A2 inverse agonism in reporter assay. 360,000 tested, 0.13% active. inhibition, % at 3.6 µM. O00482. HEK293T StAR-luciferase reporter, LRH-1 transfected, 24 h;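 active = inhibition above the mean inhibition of all tested compounds plus 3 SD, cut at about 73% in these data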;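 also: 0% = DMSO wells and 100% = reporter-only cells lacking LRH-1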
EBV LMP1 NFkB – Epstein-Barr LMP1 NF-kappaB reporter inhibition | 350,000 tested, 0.69% active | AID 504558 | LMP1-induced NF-kappaB luciferase reporter cells, luminescence | inhibition, % at 12.5 µM; in the data active = inhibition above about 41%;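 also: 0% = neutral control wells and 100% = reference inhibitor control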
NCOA1 inh – inhibits human SRC1 coactivator. inhibition, % at 3.6 µM. Q15788. HEK293 GAL4-SRC1 luciferase reporter, luminescence. 360,000 tested, 0.12% active;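 active = inhibition above the campaign mean plus 3 SD, with each screening campaign given its own cutoff, cut at about 60% in these data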;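 also: 0% = DMSO treated cells and 100% = gossypol at 36 µM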
TLR9-MyD88 block – TLR9-MyD88 interaction inhibition | inhibition, % at 4.98 µM | AID 504734 | 340,000 tested, 0.21% active | CHO BLA complementation TLR9-MyD88, CCF4 FRET ratio | Q9NR96+Q99836;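 active = inhibition above the mean over all tested compounds plus 3 SD, cut at about 21% in these data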;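 also: 0% = DMSO only wells and 100% = clavulanate BLA inhibitor control wells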
TWEAK Fn14 block – TWEAK-Fn14 signaling inhibition | inhibition, % at 10 µM | TWEAK-stimulated Fn14 reporter cells, luciferase luminescence, 8 h | 360,000 tested, 2% active; in the data active = inhibition above about 50%
SRC3 inh – inhibits human SRC3 coactivator. 360,000 tested, 0.17% active. HEK293 GAL4-SRC3 luciferase reporter, luminescence. Q9Y6Q9. AID 588352. inhibition, % at 3.6 µM;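 active = inhibition above a per-campaign cutoff, the mean of all compounds plus 3 SD, cut at about 60% in these data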;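 also: 0% = DMSO-treated cells and 100% = gossypol-treated cells at 36 µM; higher means less SRC3-driven luciferase light from the GAL4 reporter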
C8 TRAIL sens – sensitizes caspase-8 expressing cells to TRAIL | NB7+C8 cells + TRAIL, ATPlite viability luminescence | inhibition (viability loss, TRAIL sensitization), % at 10 µM | 360,000 tested, 1% active;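 active = compounds causing at least 50% loss of cell viability in the single-dose screen, relative to plate controls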
NOD2 RIPK2 PPI – blocks binding of human NOD2 to RIPK2; O43353; CHO BLA complementation NOD2-RIPK2, CCF4 ratio; 360,000 tested, 0.38% active; inhibition, % at 4.98 µM; in the data active = inhibition above about 21%;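 also: 0% = vehicle only and 100% = reference blocker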
Target sequence (O43353 whole entry, looked up): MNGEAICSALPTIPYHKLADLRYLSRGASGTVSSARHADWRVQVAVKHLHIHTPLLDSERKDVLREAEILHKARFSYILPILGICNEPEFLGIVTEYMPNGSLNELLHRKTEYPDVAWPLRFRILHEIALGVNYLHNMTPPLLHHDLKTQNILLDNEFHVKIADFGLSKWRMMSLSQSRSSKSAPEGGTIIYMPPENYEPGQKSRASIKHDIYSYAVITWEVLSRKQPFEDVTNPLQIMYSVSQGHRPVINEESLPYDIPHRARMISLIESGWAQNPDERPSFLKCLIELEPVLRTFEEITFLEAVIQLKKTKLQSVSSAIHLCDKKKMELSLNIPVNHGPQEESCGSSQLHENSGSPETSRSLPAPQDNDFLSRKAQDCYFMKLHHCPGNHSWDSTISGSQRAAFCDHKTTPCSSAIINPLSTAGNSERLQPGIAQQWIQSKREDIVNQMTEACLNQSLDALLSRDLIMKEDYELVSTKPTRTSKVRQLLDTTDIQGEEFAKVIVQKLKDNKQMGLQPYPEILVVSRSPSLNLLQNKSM
SRC2 inh – inhibits human steroid receptor coactivator 2. inhibition, % at 9 µM. 370,000 tested, 0.17% active. AID 651957. HEK293 GAL4-SRC2 luciferase reporter, luminescence. Q15596;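 active = inhibition above the mean inhibition of all tested compounds plus 3 SD, set per campaign, cut at about 52% in these data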;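 also: 0% = DMSO treated cells and 100% = cells given Gossypol at 36 µM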
TROY NFkB inh – blocks TROY-dependent signaling in reporter cells; Q293 LMP1-TROYcd NF-kB luciferase reporter, 4 h; inhibition, % at 10 µM; 360,000 tested, 0.98% active;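 active = compounds whose plate-normalised and pattern-corrected inhibition of the luciferase reporter signal at the single screening dose is 50% or more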
Numbers without * were called inactive; · = no result given. The list is partial; the hit share may differ from the screen's.

Below each compound – LRH-1 inv ag	TLR9-MyD88 block	SRC3 inh	EBV LMP1 NFkB	NCOA1 inh	COUP-TFII inh	SRC2 inh	TWEAK Fn14 block	NOD2 RIPK2 PPI	C8 TRAIL sens	TROY NFkB inh
> CCCCNC(=O)CNC(=S)N(Cc1ccccc1F)C1CCCCC1
  9	-5	10	2	-29	18	-27	14	3	1	17
> CCCC1(C(=O)O)NC(c2ccccc2O)C2C(=O)N(c3cccc(Cl)c3)C(=O)C21 (stereo unspecified)
  -4	-5	16	3	10	28	-16	-21	0	-15	-17
> CCOC(=O)c1c(NC(=O)C2CCCN2S(=O)(=O)c2cccc3nsnc23)sc(C)c1C (stereo unspecified)
  17	0	19	8	2	4	2	8	-4	18	9
> CCNc1nc(N)nc(Oc2ccc(OCC)nn2)n1
  0	2	-1	-1	14	5	-6	-1	-4	0	-9
> CC(=O)c1cccc(NC(=O)N2CCCC2C(=O)NC2CCCC2)c1 (stereo unspecified)
  1	3	6	0	-3	-2	-13	20	-2	-5	-6
> COc1ccc(NC(=O)CSc2nnc(-c3cccnc3)n2C)cc1
  1	-1	-8	-4	3	-13	-1	18	-3	1	11
> CC1(C)CC(=O)C(C=NCCN2CCN(C(=O)c3ccccc3)CC2)=C(O)C1
  -4	7	11	-4	8	-6	-19	12	-4	-2	1
> CCCCN1C(=O)C(O)(CC(=O)c2c(C)n[nH]c2C)c2cc(Br)ccc21 (stereo unspecified)
  -7	1	8	-8	-12	9	-2	10	-13	6	-20
> CN(CCOCCOc1ccc(Cl)cc1Br)Cc1ccccc1
  -14	7	1	2	-5	-5	-10	-10	2	-3	-6
> Cn1cncc1COC(=O)c1ccc(Cl)cc1
  13	9	-5	0	4	7	-15	6	15	-6	-16
> COc1cc(C#N)ccc1OCC(=O)NCc1cccs1
  9	-5	0	-2	-1	-4	-6	3	1	-1	4
> Cc1cc(C(=O)N/N=C/c2c[nH]c3ccccc23)c(C)o1
  -51	4	-17	4	-24	-55	-23	3	-7	19	-32
> CNc1cncc(-c2cccnc2)n1
  7	·	-16	·	-5	-2	20	10	14	-10	-1
> Cc1ccc(N2CCN(C(=O)C(=O)c3ccc4c(c3)OCO4)CC2)cc1
  2	·	·	·	·	-20	-5	·	-1	-7	·
> CCCc1nnc(NC(=O)CCC(=O)NC2CCCC2)s1
  0	-12	14	4	3	-16	-3	5	2	-6	7
> C=CCSc1nnnn1-c1ccc(OC)cc1
  35	-2	-1	-8	-16	6	-17	2	1	-9	-3
> CC(C)(C)NC(=O)C1N(c2cccnc2)C(=O)C2C(C(=O)Nc3ccccc3)C3(C)C=CC21O3 (stereo unspecified)
  -5	8	3	-16	-2	3	-25	15	-8	-18	-9
> CCCCN=C1NC(=O)C(CC(=O)Nc2ccc(Cl)cc2)S1 (stereo unspecified)
  7	-5	11	6	5	-4	-21	-11	-1	5	-10
> CCCN1CCN(C(=O)CCCNC(=O)c2ccc(Cl)cc2)CC1
  -1	-3	-22	-5	4	5	-27	14	4	-5	13
> COP(=O)(OC)c1nc(-c2ccccc2)oc1N1CCOCC1
  6	7	18	8	1	-10	4	0	5	1	-21

Part of the list above, as tab-separated lines:
SMILES	LRH-1 inv ag	TLR9-MyD88 block	SRC3 inh	EBV LMP1 NFkB	NCOA1 inh	COUP-TFII inh	SRC2 inh	TWEAK Fn14 block	NOD2 RIPK2 PPI	C8 TRAIL sens	TROY NFkB inh
CCCCN1C(=O)C(O)(CC(=O)c2c(C)n[nH]c2C)c2cc(Br)ccc21 (stereo unspecified)	-7	1	8	-8	-12	9	-2	10	-13	6	-20
CN(CCOCCOc1ccc(Cl)cc1Br)Cc1ccccc1	-14	7	1	2	-5	-5	-10	-10	2	-3	-6
Cn1cncc1COC(=O)c1ccc(Cl)cc1	13	9	-5	0	4	7	-15	6	15	-6	-16
COc1cc(C#N)ccc1OCC(=O)NCc1cccs1	9	-5	0	-2	-1	-4	-6	3	1	-1	4

Continuation.
Below each compound – LRH-1 inv ag	TLR9-MyD88 block	SRC3 inh	EBV LMP1 NFkB	NCOA1 inh	COUP-TFII inh	SRC2 inh	TWEAK Fn14 block	NOD2 RIPK2 PPI	C8 TRAIL sens	TROY NFkB inh
> COC(=O)Nc1ccc(S(=O)(=O)N(CCO)CC(F)(F)C(F)F)cc1
  5	5	-10	4	20	2	4	-14	-2	-23	2
> CCN(CC)c1nc(N(CC)CC)[nH]c(=O)n1
  2	4	-6	-4	2	5	-9	-6	-1	-1	14
> Cc1ccc(CNC(=O)c2ccccc2CCc2ccccc2)cc1
  27	5	4	11	-7	-31	-4	21	-2	-7	1
> CC(=O)NCCCNS(=O)(=O)c1ccc(C)cc1
  3	3	11	3	16	3	2	5	-11	0	6
> Cc1ccc(S(=O)(=O)N2C[C@H]3[C@H]4C(=O)N(c5ccccc5)C(=O)[C@H]4C[C@H](OC(=O)NCc4ccccc4F)[C@@]3(O)C2)cc1
  8	2	-2	-2	-8	13	-23	-30	4	-5	-13
> Cc1cccc(C)c1NC(=O)CCCSc1nnc(N)s1
  1	6	16	4	-3	12	-4	-21	-2	-8	11
> Cc1ccnc(N2CCCC(C(=O)Nc3ccc(C)c(C)c3)C2)n1 (stereo unspecified)
  8	-1	11	-3	5	-9	3	-6	3	-15	-19
> C[C@@H]1CN([C@H](C)CO)C(=O)CCCn2nncc2CO[C@H]1CN(C)C(=O)Nc1cccc(Oc2ccccn2)c1
  -17	-2	8	-2	2	-29	26	6	-14	-13	-21
> O=C(Nc1cccc(NC(=O)C2CC2)n1)C1CC1
  -3	-5	19	4	2	-12	2	-7	1	11	7
> CC1CN(S(=O)(=O)c2cccc(C(=O)NCCc3ccc(S(N)(=O)=O)cc3)c2)CC(C)O1 (stereo unspecified)
  -8	3	3	5	-7	-10	-50	3	-6	1	-34
> CCCS(=O)(=O)n1nc(-c2ccccc2)cc1N
  -12	-11	-18	-2	-16	-6	-15	12	-12	-3	8
> CC(C)C(=O)Nc1cccc(COc2ccc(CN(CCc3ccccc3)C(=O)OC(C)(C)C)cc2)c1
  -2	-12	6	9	0	-1	-4	38	-9	16	14
> N#Cc1nc(-c2ccc(F)cc2)oc1N1CCCCC1
  4	-10	-9	4	-18	-6	-11	-61	2	-7	-29
> COC(=O)COc1ccc(Oc2nc(SC)nc(N(C)C)n2)nn1
  4	-9	5	-3	-24	4	22	0	6	-2	12
> COc1ccc(CSCC(=O)N/N=C/c2ccc(OCC(=O)N3CCCCC3)cc2)cc1
  10	-2	9	-4	-27	12	-29	-4	0	0	-2
> COc1ccc(-n2c(CN3CCN(C)CC3)nc3ccc([N+](=O)[O-])cc3c2=O)c(OC)c1
  22	-9	-18	-9	5	0	0	-7	0	12	-13
> NC(=O)CSc1nnc(-c2ccc([N+](=O)[O-])cc2)o1
  -20	-7	13	2	-20	-7	-19	0	-7	-8	-51
> CCOc1ccc(S(=O)(=O)N2CCC(C(=O)NCc3ccccn3)CC2)cc1Cl
  3	2	-4	5	4	17	9	6	-15	-8	23
> O=C(Nc1ccncc1)Nc1ccncc1
  -69	-9	-37	-6	-6	-17	7	11	5	-5	14
> O=C(O)c1ccccc1OCc1ccccc1Br
  -10	0	14	-2	-14	6	5	-1	-8	-6	-18

Sorted by number of heavy atoms (smallest number first): some entries from above.
Below each compound – LRH-1 inv ag	TLR9-MyD88 block	SRC3 inh	EBV LMP1 NFkB	NCOA1 inh	COUP-TFII inh	SRC2 inh	TWEAK Fn14 block	NOD2 RIPK2 PPI	C8 TRAIL sens	TROY NFkB inh
> O=C(Nc1cccc(NC(=O)C2CC2)n1)C1CC1
  -3	-5	19	4	2	-12	2	-7	1	11	7
> Cc1cccc(C)c1NC(=O)CCCSc1nnc(N)s1
  1	6	16	4	-3	12	-4	-21	-2	-8	11
> COC(=O)COc1ccc(Oc2nc(SC)nc(N(C)C)n2)nn1
  4	-9	5	-3	-24	4	22	0	6	-2	12
> Cc1ccc(CNC(=O)c2ccccc2CCc2ccccc2)cc1
  27	5	4	11	-7	-31	-4	21	-2	-7	1
> C[C@@H]1CN([C@H](C)CO)C(=O)CCCn2nncc2CO[C@H]1CN(C)C(=O)Nc1cccc(Oc2ccccn2)c1
  -17	-2	8	-2	2	-29	26	6	-14	-13	-21

Further compounds:
Below each compound – LRH-1 inv ag	TLR9-MyD88 block	SRC3 inh	EBV LMP1 NFkB	NCOA1 inh	COUP-TFII inh	SRC2 inh	TWEAK Fn14 block	NOD2 RIPK2 PPI	C8 TRAIL sens	TROY NFkB inh
> O=C(NCc1nc(-c2ccccc2)no1)c1ccc(Br)o1
  0	11	13	1	3	3	11	-7	-1	3	-3
> O=C(Nc1cc(S(=O)(=O)N2CCOCC2)ccc1Cl)c1cc2ccccc2o1
  -18	-5	5	4	8	0	-10	4	-4	10	16
> COC(=O)c1ccc([C@H](NC(=O)c2ccco2)[C@]2(C)C[C@H]2C2CCCCC2)cc1
  44	-6	12	-8	-5	5	27	-9	-5	6	6
> CCOc1ccccc1NC(=O)COC(=O)C(Cc1ccccc1)NC(=O)c1ccco1 (stereo unspecified)
  2	-2	-2	-2	1	9	7	-3	-11	-5	13
> COc1ccc(/C=C/C(=O)NC(=S)Nc2ccc(S(=O)(=O)Nc3ccc(OC)nn3)cc2)cc1
  -8	27*	24	1	0	-15	1	2	-5	4	-2
> Cc1ccccc1N1CCN(C(=S)c2ccc(-c3ccc([N+](=O)[O-])cc3)o2)CC1
  6	0	15	-1	-6	24	20	5	-4	9	-7
> Cc1c(C(=O)N2CCN(c3ccccc3)CC2)sc2ncnc(N3CCN(c4ccccn4)CC3)c12
  -2	5	1	14	1	9	-21	45	-6	-1	33
> O=S(=O)(Nc1ccon1)c1ccc(Br)s1
  -2	-1	-48	2	-1	-12	-14	-11	2	11	-38
> Cc1ccc(S(=O)(=O)C2(C(=O)N3CCN(c4cc(C)ccc4C)CC3)CC2)cc1
  6	-7	-26	-1	-14	10	10	0	4	-4	-9
> COC(=O)[C@@H](NCc1cccc(CN[C@H](C(=O)OC)c2ccccc2)c1)c1ccccc1
  -18	7	-7	-10	0	18	0	12	6	15	-14
> COc1ccc(NS(=O)(=O)c2cc(NC(=O)c3ccc(=O)[nH]c3)ccc2N2CCOCC2)cc1
  -3	-8	6	-1	-14	-14	5	6	-11	-3	15
> CCOC(=O)C1C(C(=O)OC)=C(c2ccc(OC)cc2)c2ccccc2N1S(=O)(=O)C(F)(F)F (stereo unspecified)
  1	0	11	-15	-17	8	13	7	-4	0	5

2 neighbouring records from above, quoted:
Below each compound – LRH-1 inv ag	TLR9-MyD88 block	SRC3 inh	EBV LMP1 NFkB	NCOA1 inh	COUP-TFII inh	SRC2 inh	TWEAK Fn14 block	NOD2 RIPK2 PPI	C8 TRAIL sens	TROY NFkB inh
> O=C(NCc1nc(-c2ccccc2)no1)c1ccc(Br)o1
  0	11	13	1	3	3	11	-7	-1	3	-3
> O=C(Nc1cc(S(=O)(=O)N2CCOCC2)ccc1Cl)c1cc2ccccc2o1
  -18	-5	5	4	8	0	-10	4	-4	10	16

Taken from above:
NOD2 RIPK2 PPI, Cc1ccccc1N1CCN(C(=S)c2ccc(-c3ccc([N+](=O)[O-])cc3)o2)CC1 is entered as -4
SRC3 inh, CC1CN(S(=O)(=O)c2cccc(C(=O)NCCc3ccc(S(N)(=O)=O)cc3)c2)CC(C)O1 (stereo unspecified) is entered as 3
